Assay outcomes from PubChem.
mcGAS RapidFire: inhibitors of Mus musculus cyclic GMP-AMP synthase, initial high-throughput assay, cell-free, RapidFire MS; Q8C6L5; recombinant mouse cGAS, cGAMP by RapidFire MS; inhibition, % at 12.5 µM; 0.18% of 130,000 active; AID 1259397, 2018;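 active = inhibition of cGAS enzyme activity at or above 60%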;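 note: enzyme stimulated by 45 bp dsDNA with ATP and GTP substrates; cGAMP share of summed cGAMP plus half ATP and half GTP signals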
Target sequence (Q8C6L5 whole entry, looked up): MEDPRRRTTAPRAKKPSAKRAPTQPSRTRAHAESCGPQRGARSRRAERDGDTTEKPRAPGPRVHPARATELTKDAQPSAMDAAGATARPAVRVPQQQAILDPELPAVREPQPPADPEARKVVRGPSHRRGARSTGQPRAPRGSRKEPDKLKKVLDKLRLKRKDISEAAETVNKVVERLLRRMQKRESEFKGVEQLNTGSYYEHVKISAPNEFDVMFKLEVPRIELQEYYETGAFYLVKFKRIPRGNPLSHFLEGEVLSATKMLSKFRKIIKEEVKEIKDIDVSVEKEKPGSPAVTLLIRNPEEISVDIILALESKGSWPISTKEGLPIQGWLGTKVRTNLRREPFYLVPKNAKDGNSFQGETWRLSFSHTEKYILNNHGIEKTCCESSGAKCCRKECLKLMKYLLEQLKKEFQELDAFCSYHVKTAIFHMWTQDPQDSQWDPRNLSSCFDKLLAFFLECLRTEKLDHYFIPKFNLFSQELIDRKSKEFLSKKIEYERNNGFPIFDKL
Active calls of the source: *; & = joins results of further samples. These rows are one share of the data; count on the stated rates, not on these rows.

The opening 6 compounds (preview)
SMILES | mcGAS RapidFire
CCC(CC)n1[nH]c(=O)c2c(C)cc(=O)[nH]c21 | 5.4
COc1ccc(/C=C/CN2CCCN(C(=O)C3CCC3)CC2)cc1 | -13.9
Cc1ccc(S(=O)(=O)N2CCCCC2)cc1NC(=O)CSc1nncs1 | -9.7
NC(=O)C1CN(C(=O)c2ccc(COc3ccccc3)o2)c2ccccc2O1 (stereo not drawn) | 3.4
CC(NC(=O)c1cccnc1N(C)C1CCCCC1)C(=O)N(C)C (stereo not drawn) | -5.7
CCN(C(=O)C(C)Sc1nc2sc3c(c2c(=O)[nH]1)CCCC3)C1CCS(=O)(=O)C1 (stereo not drawn) | -0.5

This part in full, from the first entry:
SMILES | mcGAS RapidFire
CCC(CC)n1[nH]c(=O)c2c(C)cc(=O)[nH]c21 | 5.4
COc1ccc(/C=C/CN2CCCN(C(=O)C3CCC3)CC2)cc1 | -13.9
Cc1ccc(S(=O)(=O)N2CCCCC2)cc1NC(=O)CSc1nncs1 | -9.7
NC(=O)C1CN(C(=O)c2ccc(COc3ccccc3)o2)c2ccccc2O1 (stereo not drawn) | 3.4
CC(NC(=O)c1cccnc1N(C)C1CCCCC1)C(=O)N(C)C (stereo not drawn) | -5.7
CCN(C(=O)C(C)Sc1nc2sc3c(c2c(=O)[nH]1)CCCC3)C1CCS(=O)(=O)C1 (stereo not drawn) | -0.5
COC(=O)c1ncn(CCS(=O)c2ccccc2)n1 (stereo not drawn) | 0.5
NC(=O)c1cc(-c2cc(NC3CCCC3)nc3[nH]ccc23)cs1 | -14.5
COCCN1CCC(CN2CCC3(CCOCC3)CC2)CC1 | -19.1
O=C(Cn1cnc2sccc2c1=O)NC12CC3CC(CC(C3)C1)C2 | 10.0
Cc1c(C)n2c3c(=O)n(CC(=O)C(C)(C)C)c(=O)n(C)c3nc2n1-c1ccccc1F | -3.2
CCOC(=O)c1cnn(C)c1NC(=O)COc1ccc(Cl)c(C)c1 | -6.4
Cc1nc(C(C)Nc2ccc(-c3nc(C)c(C)c(=O)[nH]3)cn2)cs1 (stereo not drawn) | -37.6
CC(C(=O)NCC1CCCO1)S(=O)(=O)Cc1coc(-c2cccc(F)c2)n1 (stereo not drawn) | -12.7
O=c1c2cnc3ncnn3c2ccn1-c1ccc(F)c(F)c1 | -9.8
N#Cc1cc2c(=O)n3ccccc3nc2n(CCCn2ccnc2)c1=N | -10.7
O=S(=O)(Nc1ccc(Br)cc1)c1ccc(Br)s1 | 9.8
CN(CCc1ccccc1)Cc1nc(-c2ccc(C(F)(F)F)cc2)no1 | -3.5
Cc1cccc(-n2cc(CN(C)C(C)C(=O)N(C)C)cn2)c1 (stereo not drawn) | -11.6
COc1cc(I)c(Cl)cc1C(=O)N(C)CC(C)(C)O | -9.3

Fetched by compound from above:
SMILES | mcGAS RapidFire
CN(CCc1ccccc1)Cc1nc(-c2ccc(C(F)(F)F)cc2)no1 | -3.5
CC(C(=O)NCC1CCCO1)S(=O)(=O)Cc1coc(-c2cccc(F)c2)n1 (stereo not drawn) | -12.7
CC(NC(=O)c1cccnc1N(C)C1CCCCC1)C(=O)N(C)C (stereo not drawn) | -5.7
CCN(C(=O)C(C)Sc1nc2sc3c(c2c(=O)[nH]1)CCCC3)C1CCS(=O)(=O)C1 (stereo not drawn) | -0.5

Additional records.
SMILES | mcGAS RapidFire
Cc1ccc2c(NC(=O)c3ccnn3C(C)C)cccc2n1 | -6.4
CSCC(CCO)Nc1cccc(F)n1 (stereo not drawn) | -1.2
c1cn(CCCNC2=NCCCCC2)cn1 | -2.4
O=[N+]([O-])c1cc(NC(=S)NC2CCCCC2)ccc1Cl | 4.3
O=C(CCc1nnc(CCCc2ccccc2)o1)NCCc1ccco1 | -11.0
COc1cc(OC)c2[nH]c(C(=O)N(C)C(C)c3cc4ccccc4o3)cc2c1 (stereo not drawn) | -9.7
O=C1CCCCN1CCC(=O)N1CCc2onc(-c3cccc4ccccc34)c2C1 | 5.0
N#CCCN(C(=O)CN1CCN(c2nccs2)CC1)c1cccc(Cl)c1 | 0.8
Cc1ccc(-c2nnc(CCC(=O)n3ccc(C)cc3=NC3CCCCC3)o2)cc1 | 19.5
Cc1c(Cl)c(C(F)(F)F)nn1CC(=O)N1CCSCC1 | -7.4
Cc1cc(C)cc(CSc2nc3ccccc3c(=O)n2C)c1 | -4.4
COc1ccc(C(C)=O)cc1CSCC(=O)NC(C)C(C)C (stereo not drawn) | -4.5
COc1cc(OC)c(CNC(=O)CN2CCCN(C)c3ccc(Cl)cc32)c(OC)c1 | -8.0
Cc1cccn2c(=O)c3cc(C(=O)NC4CCCCCC4)n(C)c3nc12 | -2.6
C#CCN(CC#CC)CC(=O)Nc1ccc(N2CC(C)OC(C)C2)cc1 (stereo not drawn) | -5.3
COCc1nnc(NS(=O)(=O)c2ccc(F)cc2)s1 | 24.7
CCN(C(=O)c1cc(=O)[nH]c2ccc(Cl)cc12)c1ccccc1 | -5.2
COc1ccc(CNC(=O)[C@@H]2C[C@H](NC(=O)C3CCC3)CN2C)cc1OC | -25.7
CN(C)CCN(C)CC1=CCC2CC1C2(C)C (stereo not drawn) | 9.5
Cc1ccc(OCC(=O)Nc2ccc(F)cc2Cl)nc1 | -2.2
NC(=O)[C@@H]1CCCN1C(=O)CCCn1cnc2ccccc2c1=O | -7.8
Cc1nn2c(nnc3c(C)nccc32)c1-c1ccccc1 | 12.3
Cc1c(C(=O)NCC(c2ccsc2)N(C)C)oc2ccccc12 (stereo not drawn) | 4.4
c1nc(N2C[C@@H]3C4CCC(CC4)[C@@H]3C2)c2cc[nH]c2n1 | -15.6
CCC1CCCCN1CCNC(=O)C1(C)CCN(C(=O)OC(C)(C)C)C1 (stereo not drawn) | 2.1
C=Cn1cc[n+](CC(=O)c2ccc(Cl)c(Cl)c2)c1 | -13.2
Cc1nc2sccn2c1C(=O)N1CCCC(C(=O)c2cccc(C(F)(F)F)c2)C1 (stereo not drawn) | -9.7
COc1cccc(OC)c1-c1cnnc(NCc2cnn(Cc3ccccc3)c2)n1 | -4.7
Cc1ccc(S(=O)(=O)N(C)c2nc3ccccc3n3c(-c4ccc(F)cc4)nnc23)cc1 | -6.3
CC(=O)Nc1ccc(CN(C)Cc2ncc[nH]2)cc1 | -17.6
Cc1c(-n2cccc2)cccc1-n1cnnc1 | -23.7
CC(C)c1nn(Cc2ccccc2F)c(=O)c2c1cnn2C(C)(C)C | -4.5
CC(C(=O)Nc1ccc(Cl)cc1)S(=O)(=O)Cc1ccc(F)cc1Cl (stereo not drawn) | -4.0
Cc1cccnc1N1CCN(C(=O)c2cc(CC(C)C)nc(N)n2)CC1 | -7.0
Cc1ccc(NC(=O)CN(C)Cc2nc(N)nc(N(C)C)n2)cc1 | -7.2
CS(=O)(=O)N1CCC(C(=O)Nc2nnc(-c3cc4ccccc4o3)o2)CC1 | 10.4
CCc1csc(CNC(=O)c2ccc(OCC3(C)CCCNC3)nc2)n1 (stereo not drawn) | -7.4
FC(F)Oc1ccc(NC(=S)Nc2cccnc2)cc1Cl | 46.8
CC(C)N(Cc1ccccc1)Cc1ccnc(Cl)c1 | -7.1
Fc1ccccc1-c1nnc(SCc2nc(-c3ccccc3)no2)n1C1CC1 | -6.7
CCS(=O)(=O)c1oc(-c2cccs2)nc1S(=O)(=O)c1ccc(F)cc1 | -4.3
N#CCCn1cc(/C=C2\SC(=S)NC2=O)c(-c2cccc3ccccc23)n1 | -8.1
O=S(=O)(Oc1ccc2ccccc2c1Cl)N1CCCCC1 | -2.4
Cc1ccc(OC(=O)c2ccccc2C(=O)OCC(F)(F)C(F)F)cc1 | -26.1
COc1cc(Br)c(CC(=O)NC2=NCCS2)cc1OC | 2.6
CC(=O)Nc1cncc(-c2cccs2)n1 | -3.8
CC(=O)Nc1cccc(Oc2cc(C#N)c(C#N)cc2N2CCCCCC2)c1 | -8.5
O=C(NC1CCC(O)CC1)N1CC(OCCCOc2ccccc2)C1 (stereo not drawn) | 2.6
Cc1ccc(CN2CCN(c3cncc(C(=O)N4CCCC4)n3)CC2)cc1F | -20.5
CN(C)C(CNC(=O)C(=O)Nc1ccc(F)cc1Br)C1CCCCC1 (stereo not drawn) | -2.4
COc1ccccc1-c1cc(C(=O)N2CCCC(N(C)Cc3ccccc3)C2)[nH]n1 (stereo not drawn) | -7.9
COc1ccc(S(=O)(=O)N2CCCCCC2)cc1C(=O)Nc1ccc2oc(C)nc2c1 | -6.3
Cc1ccc2c(C(O)=C(C#N)C(=O)c3cc(C)nn3C)c[nH]c2c1 | -10.4
C[n+]1cccc(NC(N)=O)c1 | -12.7
CCCOC(=O)c1cc(NC(=O)/C=C/c2ccccc2)ccc1O | 2.7
Cc1cccc(-n2cc(CN(C)CC3(CO)CC3)cn2)c1 | -11.9
COC(=O)CCc1c(C)nc2c(c(-c3ccccc3)nn2C2CCS(=O)(=O)C2)c1C (stereo not drawn) | -10.4
O=C1NCC(c2ccccc2)Cc2[nH]c(-c3nc(-c4cccnc4)no3)nc21 (stereo not drawn) | 8.2
O=C(NCC1CNCCOC1)Nc1ccccc1Cl (stereo not drawn) | -15.1
O=S(=O)(N1CCCCC1)N1CCCN(S(=O)(=O)N2CCCCC2)CC1 | 0.3

(listing goes on)
SMILES | mcGAS RapidFire
Cc1ccc(-c2nnc(SCC(=O)N(C)C)n2C)cc1 | -2.5
CN(CC(F)(F)F)C(=O)CNc1c(Cl)cccc1C#N | 5.3
COc1ccc(N2CCC(NS(=O)(=O)c3ccccc3)CC2)cc1 | -9.4
COc1ccc(Br)cc1S(=O)(=O)N1CCN(c2ccc(C)c(Cl)c2)CC1 | 7.3
O=C(c1ccc(Cl)s1)N1CCCC(Nc2ccc3c(c2)OCO3)C1 (stereo not drawn) | -6.8&-2.9
COc1cc(CN2CCCC(CCC(=O)N3CCOCC3)C2)ccc1F (stereo not drawn) | -11.1
Cc1cc(OCC(=O)NNC(=O)c2cccs2)cc(C)c1Cl | -1.6
CCOC(=O)C1=C(C)NC2=C(C(=O)CC(c3ccc(Cl)cc3)C2)C1c1ccc(C)cc1 (stereo not drawn) | -16.7
COc1cccc(C2CCN2Cc2c(C)n(CC(N)=O)c3ccccc23)c1 (stereo not drawn) | 0.4
CN(C)CC1CCCCC1C1(O)c2ccccc2CSc2ccccc21 (stereo not drawn) | -2.9
CN(C)C(C)(C)CNC(=O)c1c(Br)c2ccccc2n1C | -16.7
Cc1ccc(NC(=O)C2(c3cccc(C)c3)CC2)nc1 | -17.5
CC1C(c2ccc(Cl)cc2)=[N+]([O-])C(C)(c2ccccc2)N1O (stereo not drawn) | -8.2
CCOC(=O)N1C/C(=C/c2cccc(O)c2)C(=O)/C(=C/c2cccc(O)c2)C1 | -9.0
Cc1cc(SC2CCCCC2)ccc1N | -10.2
c1c(CN2CCC(N3CCSCC3)CC2)nn2c1CNCC2 | -18.0
CC(C)(C)OC(=O)N1Cc2[nH]c3ccccc3c2C[C@@H]1C(=O)Nc1ccc2[nH]ncc2c1 | 2.3
O=C(CSC1=Nc2ccccc2CS1)Nc1cccc2nsnc12 | -1.3
CC(C)C(C(=O)NCc1ccccc1COc1ccccc1)N1CCCS1(=O)=O (stereo not drawn) | -27.0
O=C(NCc1ccc(Cl)cc1)c1cc(=O)c(OCc2ccc(F)cc2)co1 | -5.8
CC1=C(C(=O)OC(C)(C)C)C(c2cccc(Oc3ccccc3)c2)N2C(CC(=O)O)=CSC2=N1 (stereo not drawn) | -1.2
Cc1ccc(-c2nc(N3CCC(N(C)C)C3)ncc2-c2ccc(N)nc2)cc1 (stereo not drawn) | -12.4
Cc1ccccc1NC(=O)CCNC(=O)Nc1ccccc1 | -3.3
O=C(NC(CCO)C1CC1)C1(c2ccccc2)CCC1 (stereo not drawn) | 3.1
O=C1OCC(CO)(CO)N=C1NNc1cc(Cl)ccc1Cl | 17.2
CN1CC(NC(=O)N2CCC(Nc3ccccc3F)CC2)CCC1=O (stereo not drawn) | -1.0
Cc1nn(-c2ccccc2)c(C)c1CC(=O)Nc1c(N(C)C)nc[nH]c1=O | 1.0
C=C(C)C1CC=C(CN2CCN(c3ccccc3)CC2)CC1 (stereo not drawn) | -11.7
Brc1ccccc1-c1nnc(SCc2nc3ccccc3o2)o1 | 0.2
Cc1nn(CC(=O)N2CCCCCC2)c(C)c1[N+](=O)[O-] | -6.7
CN1CCN(CC(O)Cn2cnc3c2c(=O)n(C)c(=O)n3C)CC1 (stereo not drawn) | 6.1
O=C(O)C1C2CCC(C2)C1C(=O)NCc1ccco1 (stereo not drawn) | -25.2
CC1Oc2ccc(F)cc2N(Cc2ccc3c(c2)OCO3)C1=O (stereo not drawn) | -5.5
Oc1c(C2=NCCN=C(C(F)(F)F)C2)ccc2ccccc12 | -2.3
FC(F)(F)C1CCCCC1NCc1ccc2ccccc2c1 (stereo not drawn) | -0.3
COc1ncccc1C(=O)NC1CCCN(c2nc3ccccc3s2)C1 (stereo not drawn) | -6.9
O=c1[nH]c2ccc(S(=O)(=O)N3CCCC3c3ccc4c(c3)OCCO4)cc2[nH]1 (stereo not drawn) | -2.5
COCCn1cc(C(=O)O)c2nn(-c3ccccc3)c(=O)c-2c1 | -3.6
COc1cccc(-n2c(C)c(C)n3c4c(=O)n(C(C)C(C)=O)c(=O)n(C)c4nc23)c1 (stereo not drawn) | -3.0
CCOC(=O)CC(=O)c1[nH]c(C)c(C(=O)OCC)c1C | -7.4
CCc1csc(CNC(=O)c2ccc(NCc3ccc(C)o3)nc2)n1 | -4.4
Fc1cc(Br)cc2c1NCC2 | -5.2
COc1ccc(Cn2c(=O)oc3ccc(Cl)cc32)cc1 | -5.0
Cc1cc(NC(C)c2nc(-c3ccccc3)no2)ccc1Br (stereo not drawn) | 0.7
Cc1cc(C(=O)NCC2CCCN(Cc3ccc(C#CC(C)(C)O)s3)C2)no1 (stereo not drawn) | 3.7
Cn1ccc2c(-c3ccc(C(=O)O)cn3)ccnc21 | -5.5
CC1(C(=O)NCc2ccccc2Br)CCN1Cc1cc2ccccc2o1 (stereo not drawn) | -8.0
O=C(Nc1ccc(F)cc1)Nc1ncc(Cl)cc1Cl | -11.9
O=S1(=O)CCN2N=C(SCc3ccc(F)cc3)SC2=N1 | -9.1
COC1CCN(c2ncnc(NCCN3CCOCC3)c2N)CC1 | -7.0
CCN(c1ccccc1)S(=O)(=O)c1ccc(NC(=O)C2CCC2)cc1 | -0.8
Cc1nn(-c2cccc(C(F)(F)F)c2)c(C)c1CC(=O)N1CCCC(C)CC1 (stereo not drawn) | -38.0
